# Compound activity (PubChem BioAssay)
# PTEN del growth: growth suppression of PTEN-null HCT116, primary screen, cell-based, CellTiter-Glo; HCT116 PTEN-null viability, 60 h; hits give low values; viability, % at 10 µM; 140,000 compounds, 1.2% hits; AID 827, 2007;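 active = viability at or below a set limit, 4 SD under the median of all tested compounds, cut at about 3.7% in these data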;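 note: PTEN knockout HCT116 line with beta catenin targeted HCT116 as companion control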
# BB579 growth dn: growth inhibitors of yeast BB579 in restrictive medium, primary screen, yeast lifespan-shortening project, S. cerevisiae; OD615, 48 h; inhibition, % at 10 µM; 140,000 compounds, 0.51% hits; AID 804, 2007;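 active = inhibition above a set limit, 3 SD over the mean compound inhibition, cut at about 44% in these data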; note: inactives centre near -24
#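 Test system: DeaD yeast strain BB579 / Buffer or medium: restrictive glucose-based CSMM-D medium / Doses: single 10 µM dose / Schedule: 4 h cell preincubation, 48 h compound exposure, 30 °C humidified / Technique: culture absorbance at 615 nm / Controls: amphotericin B positive control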
# bCat KO growth: primary screen for growth suppressors in beta-catenin knockout HCT116 cells (colon tumor, human); HCT116 beta-catenin knockout viability, CellTiter-Glo, 60 h; hits give low values; viability, % at 10 µM; 140,000 compounds, 1.5% hits; AID 818, 2007;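 active = viability at or under a set limit, the compound median less 4 SD, cut at about 6% in these data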;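 note: 0% = Hyamine 1622 control at 20 µM and 100% = untreated cell control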
# NPY-Y2 antag: NPY-Y2 receptor antagonists, primary screen, cell-based. AID 793, 2007. 140,000 compounds, 0.99% hits. Neuropeptide Y receptor type 2 (Homo sapiens), P49146. inhibition, % at 2.7 µM. NPY-Y2 expressing cells, antagonist mode; in the data active = inhibition above about 17%;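 note: 0% = vehicle with agonist challenge and 100% = reference antagonist with challenge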
# Target sequence (P49146 whole entry, looked up): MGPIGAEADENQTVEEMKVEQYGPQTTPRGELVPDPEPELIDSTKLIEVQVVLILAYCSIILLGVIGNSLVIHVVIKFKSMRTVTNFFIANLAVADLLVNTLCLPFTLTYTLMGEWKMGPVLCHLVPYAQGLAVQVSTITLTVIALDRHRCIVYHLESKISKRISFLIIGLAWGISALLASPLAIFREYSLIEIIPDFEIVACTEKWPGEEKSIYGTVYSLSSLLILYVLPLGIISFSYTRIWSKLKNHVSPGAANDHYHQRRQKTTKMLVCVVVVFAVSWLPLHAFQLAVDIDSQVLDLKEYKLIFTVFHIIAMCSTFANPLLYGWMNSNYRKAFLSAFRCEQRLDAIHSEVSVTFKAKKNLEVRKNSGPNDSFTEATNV
# Measles CPE: compounds protecting cells from measles virus cytopathic effect, primary screen, measles RdRp inhibitor project, single point, MLSMR library, absorbance | AID 841, 2007 | 140,000 compounds, 1.5% hits | Measles virus-infected cells, CPE protection | protection (pct of control), % at 4 µM; in the data active = protection mostly above about 24%, no sharp cut-off; inactive = mostly below about 26%; note: some compounds called inactive have numbers as strong as hits
# Yeast life ext: compounds extending yeast replicative lifespan, primary screen, S. cerevisiae, OD615 | S. cerevisiae growth with nicotinamide; deaD strain in restrictive glucose medium | 130,000 compounds, 0.68% hits | inhibition of the nicotinamide effect, % at 10 µM;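 active = inhibition above a set limit, placed 3 SD over the median of all compounds, cut at about 26% in these data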;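 note: 0% = nicotinamide-treated wells and 100% = cells grown without nicotinamide; some compounds called inactive have numbers as strong as hits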
#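 Assay system: engineered S. cerevisiae DeaD replicative-lifespan strain, galactose-grown log-phase cells; medium: restrictive CSMM-D dextrose medium; also added: nicotinamide, 1.5 mM, co-present with compound; schedule: 48 h compound exposure at 30 °C, humidified; detection: absorbance at 615 nm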
# MRP1 act: H69AR viability gain despite doxorubicin, primary screen, MRP-1 activator project, H69AR cells, CellTiter-Glo; viability rescue; viability increase, % at 10 µM; 140,000 compounds, 0.61% hits; AID 799, 2007;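 active = viability gain under doxorubicin at or above a set limit, the compound median plus 3 SD, cut at about 4.7% in these data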;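 note: MRP-1 overexpressing cells given doxorubicin 25 µM after compound pretreatment; 18-22 h compound pretreatment then 72 h with doxorubicin before readout; 0% = doxorubicin-only wells and 100% = vehicle-treated cells without doxorubicin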
# Phagocyt inh: inhibitors of macrophage phagocytosis, primary screen, imaging, J774A.1 cells, IgG beads | AID 1029, 2008 | 110,000 compounds, 0.07% hits | inhibition, % at 5 µM | J774A.1 macrophage IgG-bead phagocytosis;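 active = inhibition above the mean of the plate negative controls plus 5 SD, cut at about 13% in these data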;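 note: phagocytic index as fraction of beads internalized from green versus red external bead signal; plate controls were DMSO negative control for no effect and cytochalasin-D positive control for full effect; some results beyond the cut were filed as inactive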
# GALR2 antag: GALR2 antagonists in receptor-expressing cells, primary screen; Galanin receptor type 2 (Homo sapiens), O43603; antagonist mode; inhibition, % at 4 µM; 140,000 compounds, 0.39% hits; in the data active = inhibition above about 27%;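 note: cells stimulated with galanin 1-16 at roughly its EC80; 0% = agonist challenge control and 100% = basal control without agonist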
# Target sequence (O43603 whole entry, looked up): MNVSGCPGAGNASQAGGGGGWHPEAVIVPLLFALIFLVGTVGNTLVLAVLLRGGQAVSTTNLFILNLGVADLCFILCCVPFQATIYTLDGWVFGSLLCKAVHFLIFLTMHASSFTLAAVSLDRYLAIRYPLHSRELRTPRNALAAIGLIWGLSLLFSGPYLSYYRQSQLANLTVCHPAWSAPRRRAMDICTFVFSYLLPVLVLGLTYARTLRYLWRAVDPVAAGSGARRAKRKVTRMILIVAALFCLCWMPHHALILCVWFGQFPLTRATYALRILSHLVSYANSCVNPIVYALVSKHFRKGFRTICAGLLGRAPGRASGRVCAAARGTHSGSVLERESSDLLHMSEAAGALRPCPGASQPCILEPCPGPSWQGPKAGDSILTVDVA
# E-sel TNF inh: E-selectin induction blockers in HUVEC – imaging, immunofluorescence, high content, primary screen; HUVEC TNFa-induced E-selectin immunofluorescence; inhibition, % at 2 µM; 120,000 compounds, 0.71% hits; AID 1246, 2008;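 active = inhibition above the batch mean plus 3 SD, and confirmed as a hit on visual image review, cut at about 43% in these data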;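 note: 0% = TNF-stimulated DMSO wells and 100% = unstimulated control wells; not every result past the cut was called active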
# An asterisk follows results filed as active; . = not tested or not shown. Hits appear at their usual frequency. Share with any hit: about 6.1%.
SMILES,PTEN del growth,BB579 growth dn,bCat KO growth,NPY-Y2 antag,Measles CPE,Yeast life ext,MRP1 act,Phagocyt inh,GALR2 antag,E-sel TNF inh
CS(=O)(=O)c1nc(-c2ccco2)cc(C(F)(F)F)n1,106,-49,96,8,2,89*,-1.2,-4,27*,.
O=[N+]([O-])c1cc(S(=O)(=O)C(F)(F)F)ccc1Sc1nc2ccccc2s1,1.5*,-22,1.6*,-1,1,21,-5.0,.,7,-95
O=C(CSc1ccc2nnc(-c3cccnc3)n2n1)NCc1ccc2c(c1)OCO2,100,-27,86,0,7,0,-3.4,0,6,.
C=C(C)CC1Nc2ccccc2NC1CC(=C)C (stereo unspecified),75,-36,83,1,0,-2,-2.7,-2,11,1
N#CCCN1CCn2c1nc1ccccc12,102,-30,91,3,-1,4,-2.6,0,-2,.
COc1cc(NS(=O)(=O)c2ccc(NC(C)=O)cc2)nc(OC)n1,105,-37,93,1,6,-4,-2.6,-1,-14,7
Cc1cnn(CCC(=O)NNC(=S)Nc2cccc(Cl)c2)c1,100,-41,97,2,2,-18,-2.5,.,-1,-25
Cc1nnc(NC(=O)CSc2nnc(Cc3cccn3C)n2-c2cccc(C(F)(F)F)c2)s1,95,-18,87,3,27,-2,-2.7,-1,7,-24
COC(=O)c1ccc(NC(=O)CCc2c(C)nc3ncnn3c2C)cc1,108,0,87,1,8,-8,-1.2,-1,3,.
CCc1cc(C(c2cccc(OC)c2)N2CCOCC2)c(NC(=O)c2ccccc2)s1 (stereo unspecified),69,-30,70,5,4,5,-5.5,6,-4,6
CC(C)OC(=O)c1cc2ccccc2[nH]1,53,-6,64,7,9,.,1.8,.,0,21
N#CC1=C2SCN(c3ccccc3)CN2C(=O)CC1c1ccccc1Cl (stereo unspecified),89,-5,79,2,7,-5,-1.0,.,-11,-1
CCCc1cc(C(F)(F)F)c(C#N)c(=O)[nH]1,101,-26,98,5,4,-2,-2.3,.,-20,2
CCn1c(CCC(=O)Nc2cc(F)ccc2C)nc2cc(S(=O)(=O)N(C)C)ccc21,97,-6,98,5,6,-6,-2.4,-2,-3,-52
CCCc1ccc(S(=O)(=O)NCCc2ccncc2)cc1,106,8,86,3,6,24,0.8,.,-4,14
N#Cc1cc(N)ccc1Sc1ccccc1,93,24,108,0,4,-22,-0.3,.,5,-5
COc1ccc(N2CCN(C(=O)CN(c3cccc(Br)c3)S(C)(=O)=O)CC2)cc1,85,-14,88,5,15,-14,-3.3,-1,0,5
CC(C)Sc1nnc(CNC(=O)C23CC4CC(CC(C4)C2)C3)n1C1CCCCC1,100,-17,98,1,3,-2,-2.2,-5,0,6
Cc1ccc(S(=O)(=O)Nc2ccc3c(c2)CCC3)cc1C,74,-59,79,3,15,-4,-0.9,-6,2,-11
COc1ccc(/C=N/NC(=O)c2cccc(OC(F)(F)C(F)F)c2)cc1O,76,12,80,17*,10,-5,-0.6,-3,13,.
Fc1ccc(CSc2nncn2NC/C=C/c2ccccc2)cc1,84,-37,83,4,17,-2,0.0,-1,5,41
CCOC(=O)N1CCN(CC(O)COc2ccccc2C(C)CC)CC1 (stereo unspecified),96,-42,92,2,4,2,-2.1,-1,-1,-15
COC(=O)c1ccc(CSc2nnc(Nc3ccccc3OC)s2)o1,38,-33,59,10,4,-23,-3.5,1,1,17
CC(C)c1ccc2oc(-c3ccc(NC(=O)c4ncn[nH]4)cc3)nc2c1,74,-25,67,-1,16,-30,-2.1,-1,1,15
NC(=O)c1ccccc1NC(=O)/C=C/c1ccccc1,37,-31,38,4,5,-4,0.9,-10,4,22
CCc1ccc(CN(C)CC(=O)Nc2sccc2C#N)cc1,98,-2,79,3,3,1,0.5,-3,2,.
COc1ccc(C(=O)Nc2ncc3c(n2)CC(c2ccco2)CC3=O)cc1 (stereo unspecified),89,-41,92,0,10,-17,-4.4,0,6,-16
COc1ccc(-c2ccc(S(=O)(=O)NCC3CCCO3)cc2)cc1 (stereo unspecified),67,-8,80,1,10,-4,-1.7,-1,11,-6
COc1cc(C(=O)OCC(=O)Nc2ccc(SC(F)F)cc2)cc(OC)c1OC,90,-4,75,11,13,2,-1.1,1,-6,.
COc1ccc(/C=N/n2cnc3c([nH]c4ccc(Br)cc43)c2=O)cc1CN1CCOCC1,83,-4,67,-3,4,-6,-6.1,.,-1,-39
CCc1cc(C(c2ccc(OC)c(OC)c2)N2CCOCC2)c(NC(=O)c2ccccc2)s1 (stereo unspecified),69,-22,57,8,9,9,-5.5,-1,-9,-44
CC(C)(C)c1ccc(CS(=O)CC(O)CO)cc1 (stereo unspecified),98,-8,94,0,6,5,1.0,-4,-4,21
CN(C)S(=O)(=O)c1ccc(C(=O)NC(=O)CSc2ccccc2)cc1,95,-21,91,1,5,2,0.9,-4,1,.
COc1ccc(N(C)C(=S)Nc2ccc3nc(C)c(C)nc3c2)cc1,105,5,85,1,12,43*,1.1,-3,4,-4
Brc1cnc(N2CCCCC2)nc1N1CCOCC1,74,-6,83,3,6,-7,-2.9,-1,-1,0
CC(C)C(C(=O)Nc1nccs1)c1ccccc1 (stereo unspecified),73,-12,72,-3,3,-4,-0.6,0,-3,5
CC1CCc2cc(F)ccc2N1C(=O)CSc1nnc2c3cc(F)ccc3n(C)c2n1 (stereo unspecified),81,-47,86,4,2,-4,2.3,-4,7,.
CCn1c(=N)n(CC(=O)c2cccc(OC)c2)c2ccccc21,60,-30,71,.,13,-7,-4.9,3,.,.
CCCCc1nnc(NC(=O)C(C)Sc2nc(N)cc(=O)[nH]2)s1 (stereo unspecified),81,-16,85,0,7,-23,-1.7,0,-11,23
COc1ccc(N2CSC3=C(C#N)C(c4cccs4)CC(=O)N3C2)cc1 (stereo unspecified),81,-31,80,3,11,-13,-2.4,0,5,-31

# Single records (already shown).
# `COc1ccc(C(=O)Nc2ncc3c(n2)CC(c2ccco2)CC3=O)cc1` (stereo unspecified) across the screens: PTEN del growth: 89; BB579 growth dn: -41; bCat KO growth: 92; NPY-Y2 antag: 0; Measles CPE: 10; Yeast life ext: -17; MRP1 act: -4.4; Phagocyt inh: 0; GALR2 antag: 6; E-sel TNF inh: -16
# `COC(=O)c1ccc(CSc2nnc(Nc3ccccc3OC)s2)o1` across the screens: PTEN del growth: 38; BB579 growth dn: -33; bCat KO growth: 59; NPY-Y2 antag: 10; Measles CPE: 4; Yeast life ext: -23; MRP1 act: -3.5; Phagocyt inh: 1; GALR2 antag: 1; E-sel TNF inh: 17

# Continued:
SMILES,PTEN del growth,BB579 growth dn,bCat KO growth,NPY-Y2 antag,Measles CPE,Yeast life ext,MRP1 act,Phagocyt inh,GALR2 antag,E-sel TNF inh
CCCCCOc1ccc(CSc2ncn[nH]2)cc1,84,-26,94,4,14,.,6.3*,.,0,-14
CCN(CC)S(=O)(=O)c1ccc(Cl)c(C(=O)NCC2CCCO2)c1 (stereo unspecified),108,-38,101,1,7,-3,-1.1,-1,-4,-16
COc1ccc(CSc2nnc(C)n2N)cc1Br,96,-56,94,1,10,-3,-0.6,-1,6,.
N#Cc1c2c(c(Nc3ccccc3)n3c1nc1ccccc13)CCC2,74,-54,74,-1,5,-4,-0.8,-1,-11,-37
Cc1ccc2[nH]c(O)c(N=NC(=O)C(C)n3cnc4ccccc4c3=O)c2c1 (stereo unspecified),87,-40,88,2,17,-3,-2.2,-3,6,.
CCn1c(=O)cc(OCC(=O)N2CCN(c3cccc(C(F)(F)F)c3)CC2)c2ccccc21,58,-23,72,7,16,-19,-5.9,-2,-3,.
O=C(CCCc1nc(-c2ccccc2Cl)no1)NCc1cccnc1,99,-20,107,8,14,1,-1.9,0,2,-20
CCCCCOC(=O)c1ccccc1C(=O)O,100,-22,92,2,6,-3,-1.2,1,5,4
COc1ccc(C)cc1NC(=O)C(OC(=O)CNC(=O)c1cc(C)cc(C)c1)c1ccccc1 (stereo unspecified),106,-37,95,1,8,0,-2.9,-3,-5,17
CCCCN(CC)Cc1ccc(CNC(=O)Nc2ccc(OC)cc2OC)o1,74,-58,68,4,13,10,-0.7,.,-3,3
Cc1ccc(-c2nc3ncccc3o2)cc1NC(=O)CC(C)C,105,2,93,2,7,-1,-0.8,-1,0,.
CC12CCC(C(N)=O)(C1Br)C2(C)C (stereo unspecified),103,5,96,0,9,-2,0.0,0,-2,-5
COC(=O)c1ccccc1NC(=O)COc1ccccc1,86,0,95,6,2,-14,-1.8,-1,7,.
CC1CN(S(=O)(=O)c2cccc(C(=O)Nc3ccc4c(c3)CCC4)c2)CC(C)O1 (stereo unspecified),64,-12,52,0,6,3,-1.8,0,-6,.
O=C(NC1CCCCC1)c1cccs1,108,-68,114,7,8,0,0.7,-1,-1,7
COc1ccc(-c2nc(CNS(=O)(=O)c3ccc(OC)c(OC)c3)cs2)cc1,96,-21,85,3,2,-7,-3.2,0,-1,58*
COc1ccc(CC(=O)N2CCN(c3ccccn3)CC2)cc1,87,-28,92,1,7,-2,-4.5,.,-9,-2
CCCN(CCO)Cc1ccc2ccccc2c1,88,-23,90,3,12,-5,-0.8,-2,12,-2
CCCC(=O)C1C(=O)CC(C)(C)C(c2cc(C)no2)C1=O (stereo unspecified),109,-48,92,1,4,56*,-0.5,2,4,-8
O=C(N/N=C1\CCc2ccccc21)c1ccccc1O,68,-15,66,0,11,-5,-0.1,-9,8,11
O=C(COC(=O)Cn1cnc2ccccc2c1=O)Nc1cc(Cl)ccc1[N+](=O)[O-],93,-41,94,4,20,-1,-2.2,-2,19,.
CC(C)c1ccc(/C=C/C(=O)NCCC2=CCCCC2)cc1,87,0,85,14,2,0,-3.5,.,-9,.
Fc1ccc(NC(=S)NC2CCCCC2)c(F)c1F,74,-37,70,2,6,0,-3.9,-10,7,-23
CC(C)CN(CC(C)C)C(=O)CCCC(=O)N(CC(C)C)CC(C)C,85,-19,85,3,6,3,-3.0,-3,5,-14
CC(=O)/C=C(\C)NCCNc1c(F)c(F)c(CO)c(F)c1F,98,-23,96,0,11,1,-2.4,1,3,14
CCn1c(SCc2nc3ccccc3[nH]2)nnc1-c1ccc(OC)cc1,96,-23,97,1,5,-15,-1.8,0,14,-7
COc1ccc(NC(=O)C(=O)N/N=C/c2cccnc2)c(OC)c1,91,23,102,-2,22,-10,0.6,-3,3,2
O=c1c(Cl)c(NCc2ccccc2Cl)cnn1C12CC3CC(CC(C3)C1)C2,58,-41,47,6,4,16,-2.8,-12,-8,15
